# GSIS activator: primary screen for activators of insulin secretion dependent on glucose, INS-1E cells, GLuc reporter luminescence; activation, % at 16.6 µM; AID 743287; INS-1E GLuc reporter insulin secretion, 2-3 h; 370,000 tested, 0.61% active;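 active = lowest replicate activation of at least 40%, so every replicate reaches that level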;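 also: 0% = median of neutral control wells and 100% = median of IBMX positive control wells; some compounds called inactive have numbers as strong as hits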
# * hit, by the source's call.
SMILES,GSIS activator
Cc1nc2c(c(N3CCOCC3)n1)OCC(=O)N2,73*
Cc1cc(C)c(NC(=O)/C=C\C(=O)O)c([N+](=O)[O-])c1,25
CCOC(=O)c1ccc(NC(=S)N2CCC(C(N)=O)CC2)cc1,33
CCOCCCNC(=O)C1CC(=O)N(C2CCCC2)C1 (configuration not stated),4
CN1CCCCN2[C@H](C1)[C@@H](c1ccc(/C=C/c3ccccc3)cc1)[C@@H]2CO,5
c1ccc(NCC2OCc3ccccc3CO2)cc1,9
O=C(O)c1ccc(NS(=O)(=O)c2cc(Cl)ccc2Cl)cc1O,18
O=C(Nn1c(-c2ccccc2)nc2ccccc2c1=O)c1cccs1,27
CCN1CCN(S(=O)(=O)c2ccc(Cl)c(C(=O)Nc3nnc(CC(C)C)s3)c2)CC1,-47
Cc1ccc(C(=O)NNC(=O)C2CCN(c3nccc(C)n3)CC2)cc1,25
O=C(NCc1cccs1)Nc1cccs1,-5
COc1ccc(N=CC2=C(O)CCCC2=O)cc1,-1
CS/C(=N\NC(N)=O)c1ccccc1,-5
CCSc1nnc(NC(=O)CSc2nccn2-c2cc(C)cc(C)c2)s1,2
Clc1ccc(CSc2ncn[nH]2)cc1,11
O=C(O)C1OC2OC3(CCCCC3)OC2C2OC3(CCCCC3)OC12 (configuration not stated),10
CCOC(=O)c1nn(-c2ccc(F)cc2)c2nc(Nc3ccccc3)cc(=O)n12,-5
CCOC(=O)c1[nH]c2ccc(OC)cc2c1NC(=O)CCN1CCC(C)CC1,13
CCOc1cc(/C=N/NC(=O)c2nn(C)cc2Br)ccc1OCc1ccccc1Cl,-33
COc1cccc(C(=O)N2CCSC2=S)c1,-25
COC(=O)c1ccc(CN2CC(=O)N3[C@H](CO)[C@@H](c4ccc(-c5ccccc5)cc4)[C@H]3C2)cc1,-7
CCc1nnc(NC(=O)C2CCCCC2)s1,2
COc1ccc(Cc2nc(N)nc(N)n2)cc1,2
COc1ccc(CC(=O)Nc2ccccc2C(=O)N2CCOCC2)cc1,0
COc1cccc(CNc2ccc(F)c(Cl)c2)c1,-35
FC(F)(F)C(Oc1nc(Nc2ccc(Cl)cc2)nc(N2CCOCC2)n1)C(F)(F)F,-1
O=C(NC1CCCCC1NC(=O)c1ccco1)c1ccco1 (configuration not stated),29
CC1(C)C(c2cccs2)=[N+]([O-])C2(CCCCC/C2=N\NC(N)=S)N1O (configuration not stated),-1
C=CCN(C(=O)Nc1ccccc1)C1CC(=O)N(c2ccc(OC)cc2)C1=O (configuration not stated),22
CCOC(=O)c1c2ccc(OCC(=O)N/N=C/c3ccc(Cl)cc3)cc2n2ccccc12,-12
C=CCNC(=O)/C(C#N)=C/c1c(N2CC(C)OC(C)C2)nc2ccccn2c1=O (configuration not stated),7
COC(=O)c1nc2n(n1)C(c1ccc(OC)c(OC)c1OC)C1=C(CCCC1=O)N2 (configuration not stated),22
CC(C)CC(=O)NC(=S)NCc1ccccc1,11
CCCCc1ccc(NC(=O)CC(C)(C)C)cc1,-18
CC1CCN(S(=O)(=O)c2cccc(-c3cn4cc(Cl)ccc4n3)c2)CC1,-36
COc1ccc2c3c(n(C)c2c1)[C@@H](CO)NCC31CN(S(=O)(=O)c2cccc(F)c2)C1,-15
Cc1ccc(S(=O)(=O)CCc2nc3ccccc3s2)cc1C,-1
CNC(=O)c1ccc(Nc2nnc(C)c3ccccc23)cc1,-18
CCN(CC)S(=O)(=O)c1cccc(C(=O)Nc2ccccc2C(=O)N2CCOCC2)c1,-14
COc1ccc(-c2cc(C(=O)N3CCN(Cc4ccccc4)CC3)no2)cc1OC,4

# Exported with bars between the fields: part of the list above.
compound | GSIS activator
CC1CCN(S(=O)(=O)c2cccc(-c3cn4cc(Cl)ccc4n3)c2)CC1 | -36
COc1ccc2c3c(n(C)c2c1)[C@@H](CO)NCC31CN(S(=O)(=O)c2cccc(F)c2)C1 | -15

# Next results:
SMILES,GSIS activator
CCCCc1nc2ccccc2c(NC(=O)CN2CCN(C)CC2)c1CCC,30
Cc1ccc(N=CC2=C(O)CC(C)(C)CC2=O)nc1,15
O=C(c1cccc(F)c1)N1CC(=O)N2[C@H](CO)[C@@H](c3ccc(-c4ccccc4)cc3)[C@@H]2C1,-8
Nc1ccc(Cl)c(NC(=O)c2cccs2)c1,5
CCOC(=O)C1CCCN(CCC(=O)Nc2ccc(F)c(F)c2)C1 (configuration not stated),-8
Cc1ccc(-n2nc(C)c(NS(=O)(=O)c3ccccc3)c2C)cc1C,-22
COc1ccc2c3c(n(C)c2c1)[C@@H](CO)N(C(=O)c1cnccn1)CC31CN(C(=O)c2ccncc2)C1,18
CC(C)CCNC(=O)C1CCCN(S(=O)(=O)c2ccc(F)cc2)C1 (configuration not stated),-4
Cc1ccc(C(=O)C2COC(=O)C2)cc1 (configuration not stated),19
COc1ccc(CCNC(=O)C2CCCN(S(C)(=O)=O)C2)cc1OC (configuration not stated),17
O=C1/C(=C/c2ccccc2)NC(=S)N1C(c1ccccc1)c1ccccc1,6
Nc1c2c(nc3ccn(-c4ccccc4)c(=O)c13)CCCCC2,-1
CC(Oc1ccccc1)C(=O)OCC(=O)NC(=O)NCc1ccco1 (configuration not stated),4
N=C(N)SCc1ccccn1,25
COC(=O)c1sc(C(=O)OC)c(C(=O)OC)c1C(=O)OC,5
Cc1cc2ncc(Cl)nc2cc1C,13
COc1ccc(CC(=O)N2CCc3cc(OC)c(OC)cc3C2C)c(OC)c1 (configuration not stated),2
Cc1nn(Cc2ccccc2Cl)c(C)c1NC(=O)c1nc2ncccn2n1,29
Cc1ccccc1NC(=O)C(C)c1cccc(C(=O)c2ccccc2)c1 (configuration not stated),-34
COc1ccc2c3c(n(C)c2c1)[C@H](CO)NCC31CN(S(=O)(=O)c2cccc(C)c2)C1,8
CS(=O)(=O)c1ccc(C(=O)OCC(=O)Nc2cccnc2Cl)cc1[N+](=O)[O-],118*
O=C(Cc1ccc2c(c1)OCCO2)N1CCN(S(=O)(=O)c2cccc(C(F)(F)F)c2)CC1,-8
O=C(c1ccccc1)N1CC(=O)N2[C@H](CO)[C@H](c3ccc(/C=C/c4ccccc4)cc3)[C@@H]2C1,-37
CC1(C)CC(=O)C([N+](=O)[O-])=C(NCCCC(=O)O)C1,8
CCCCCCNC(=O)CCNC(=O)c1cc(OC)c(OC)c(OC)c1,6
CCOC(=O)N1CCN(CC(=O)Nc2c(C(=O)OC)[nH]c3ccccc23)CC1,8
Cc1cccc2c1N(CCOc1ccc(C(C)(C)C)cc1)C(=O)C2=O,37
CC(C)(C)OC(=O)Cn1c(=O)cnc2ccccc21,-1
COc1cc(/C=C(\NC(C)=O)C(=O)Nc2cccc(O)c2)ccc1OC(C)=O,8
COC(=O)c1cccc(NC(=S)NCCC2=CCCCC2)c1,-5
O=C(c1ccccn1)N1C[C@H]2[C@@H](c3ccccc31)[C@@H](CO)N2CC1CCCC1,3
O=c1[nH]c2cc3c(cc2cc1C(c1nnnn1Cc1ccccc1)N1CCCc2ccccc21)OCO3 (configuration not stated),-3
N/C(=N\OC(=O)CCCOc1ccccc1)c1ccc(Br)cc1,-2
COc1cc(N=c2c([N+](=O)[O-])nn(-c3ccc4c(c3)OCCO4)n2O)cc(OC)c1,11
COc1ccc2c3c(n(C)c2c1)[C@H](CO)N(Cc1ccccc1)CC31CCN(C)CC1,15
COc1ccc(NC2=NC3(CCCCC3)N=C(N)N2)cc1,-7
COC(=O)NCc1ccc(Cl)c(Cl)c1,-6
CCC(CC)c1nnc(NC(=O)CN2C(=O)C3C4C=CC(C4)C3C2=O)s1 (configuration not stated),5
C[C@H](CO)N1C[C@H](C)[C@H](CN(C)Cc2ccc3c(c2)OCO3)Oc2ncc(-c3cc4ccccc4o3)cc2C1=O,-10
CCCCOc1ccc(C(=O)Nc2ccc(S(=O)(=O)Nc3cc(C)on3)cc2)cc1OC,13
CCOC(=O)C1CCCN(C(=O)CN2CCN(Cc3ccc(Cl)cc3)C2=O)C1 (configuration not stated),1
CCCCOP(=O)(OCCCC)C(O)c1ccc(Br)cc1 (configuration not stated),-24
O=C(Nc1ccc(F)cc1)c1cc(S(=O)(=O)Nc2ccc(F)cc2)cs1,-69
Cc1sc2ncnc(-n3cnc4ccccc43)c2c1C,1
c1ccc(Cc2nnc(N3CCOCC3)c3ccccc23)cc1,38
COc1ccc2[nH]c(C)c(C(=O)CN(C)C)c2c1,-2
CC(C)CC#Cc1ccc([C@@H]2[C@H]3CN(S(C)(=O)=O)CC(=O)N3[C@H]2CO)cc1,26
NC(=O)CN1CCOCCOCCN(CC(N)=O)CCOCC1,-3
COc1ccc2c3c(n(C)c2c1)[C@H](CO)N(C(=O)c1ccc(F)cc1)CC31CCN(CC2CC2)CC1,1
O=C(NC1CCCC1)c1ccc(Br)s1,5
Cc1cc([N+](=O)[O-])cc2c1-c1ncccc1C2=Nc1ccccc1,15
O=C(NC1=NCCS1)NC12CC3CC(CC(C3)C1)C2,24
Nc1nonc1C(=O)NCCNCc1c(OCc2ccccc2F)ccc2ccccc12,-21
O=C(c1ccccc1NS(=O)(=O)c1cccc([N+](=O)[O-])c1)N1CCOCC1,-15
CCCNNC(=O)C(O)(c1cccc(C)c1)c1cccc(C)c1,-28
COC(=O)C1(C)NC(c2ccco2)C2C(=O)N(c3ccc(C)cc3)C(=O)C21 (configuration not stated),11
Cc1nn(-c2nnc(C)c(=O)[nH]2)c(C)c1SCC(=O)Nc1ccc(F)cc1,21
CCCC#Cc1ccc([C@H]2[C@@H](CO)N3C(=O)CN(C(=O)c4cccc(F)c4)C[C@@H]23)cc1,-12
CCOc1ccc(NC(=O)c2cccnc2C(=O)O)cc1,-9
CC(C)CC#Cc1ccc([C@@H]2[C@H](CO)N3C(=O)CN(S(C)(=O)=O)C[C@@H]23)cc1,-1
# The listing continues.
SMILES,GSIS activator
CCCNC(=O)N1CC2(CCN(C(=O)COC)CC2)c2c(n(C)c3cc(OC)ccc23)[C@H]1CO,-2
COc1ccc(-c2c(C#N)c(N)nc3sc(C(=O)c4ccc(C)cc4)c(N)c23)cc1,-27
Cc1ccc(N(CC(=O)NC2CCCC2)C(=O)CCCC(=O)Nc2ccccn2)cc1C,-21
N#CCC(=O)N/N=C1\CCCCC1C1CCCCC1 (configuration not stated),-8
Cn1nc(C(F)(F)F)c(C#N)c1N1CCN(c2ccccc2)CC1,-28
CCCCCCc1cc2cc(-c3nnc(-c4ccccc4O)o3)c(=O)oc2cc1O,-17
COc1ccc(NC(=O)COc2ccc(/C=N/n3c(C)nnc3C)cc2OC)cc1,-15
CCOC(=O)C1CCN(c2ncnc3c2cnn3-c2ccc(Cl)cc2)CC1,-19
CNC[C@H]1Oc2ccc(N)cc2CC(=O)N(C)C[C@H]1C,9
COC(=O)c1cc2oc3ccccc3c2n1Cc1ccccn1,33
CCCCCCCCNC(=O)c1cccnc1SCC(=O)Nc1ccc(OC)cc1OC,19
CN(C)CC#Cc1ccc([C@H]2[C@@H](CO)N3C(=O)CN(C(=O)Cc4cccnc4)C[C@@H]23)cc1,-9
COc1ccc2c3c(n(C)c2c1)[C@@H](CO)N(CC1CC1)CC31CCN(Cc2nccs2)CC1,-11
O=C(NCCc1c[nH]c2ccccc12)C(F)(F)C(F)F,-12
CC(=O)Nc1c(C(=O)N2CCOCC2)sc2nc3c(cc12)COC(C)(C)C3,-5
CCOC(=O)Cc1csc(NC(=O)CCS(=O)(=O)Cc2ccccc2)n1,9
Cc1nn(C(=O)C2CC2)c(C)c1Sc1ccc(Cl)cc1,22
Cc1cccc(C)c1-n1nnnc1S(=O)(=O)Cc1ccccc1Cl,-29
O=C(Cc1cccs1)Nc1cccnc1,14
COCCCN(CCCN)Cc1ccco1,3
CC(C)(C)n1ncc2c(=O)n(CC(=O)NCCc3ccccc3)cnc21,-8
Cc1cc(C)cc(N(C(=O)c2csnn2)C(C(=O)NC(C)(C)C)c2cccs2)c1 (configuration not stated),-11
CCCCN(CCCNC(=O)C1CCN(S(=O)(=O)N2CCOCC2)CC1)c1ccccc1,-4
CC(C)=C1C2C=CC1C(C(=O)Nc1cccc(C)c1)C2C(=O)O (configuration not stated),0
Cc1sc2ncnc(NCCc3ccc(S(N)(=O)=O)cc3)c2c1C,-30
Cc1cccc2c1N(CCCOc1ccccc1)C(=O)C2=O,-10

# Entries shown so far with a Cl atom, in the order listed:
SMILES,GSIS activator
O=C(O)c1ccc(NS(=O)(=O)c2cc(Cl)ccc2Cl)cc1O,18
CCN1CCN(S(=O)(=O)c2ccc(Cl)c(C(=O)Nc3nnc(CC(C)C)s3)c2)CC1,-47
Clc1ccc(CSc2ncn[nH]2)cc1,11
CCOc1cc(/C=N/NC(=O)c2nn(C)cc2Br)ccc1OCc1ccccc1Cl,-33
COc1cccc(CNc2ccc(F)c(Cl)c2)c1,-35
FC(F)(F)C(Oc1nc(Nc2ccc(Cl)cc2)nc(N2CCOCC2)n1)C(F)(F)F,-1
CCOC(=O)c1c2ccc(OCC(=O)N/N=C/c3ccc(Cl)cc3)cc2n2ccccc12,-12
CC1CCN(S(=O)(=O)c2cccc(-c3cn4cc(Cl)ccc4n3)c2)CC1,-36
Nc1ccc(Cl)c(NC(=O)c2cccs2)c1,5
Cc1cc2ncc(Cl)nc2cc1C,13
Cc1nn(Cc2ccccc2Cl)c(C)c1NC(=O)c1nc2ncccn2n1,29
CS(=O)(=O)c1ccc(C(=O)OCC(=O)Nc2cccnc2Cl)cc1[N+](=O)[O-],118*
COC(=O)NCc1ccc(Cl)c(Cl)c1,-6
CCOC(=O)C1CCCN(C(=O)CN2CCN(Cc3ccc(Cl)cc3)C2=O)C1 (configuration not stated),1
CCOC(=O)C1CCN(c2ncnc3c2cnn3-c2ccc(Cl)cc2)CC1,-19
Cc1nn(C(=O)C2CC2)c(C)c1Sc1ccc(Cl)cc1,22
Cc1cccc(C)c1-n1nnnc1S(=O)(=O)Cc1ccccc1Cl,-29

# The list is partial; rates above refer to the full screens.
